Screens deposited in PubChem by several laboratories.
ABCB6 inh 2 = ABCB6 transporter inhibitors, primary screen, K562-ABCB6 cells, flow cytometry, MLPCN library; ATP-binding cassette sub-family B member 6 (Homo sapiens), Q9NP58; K562-ABCB6 porphyrin accumulation, 1 h; active compounds read low; fluorescence ratio to DMSO, % at 10 µM; hit rate 0.19% among 360,000;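 active = fluorescence ratio to DMSO below 75%, the collection mean minus 3 SD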;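 note: signal is porphyrin accumulated inside mitochondria; 100% equals median channel fluorescence of DMSO control wells; lower ratio means ABCB6 inhibition with less porphyrin fluorescence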
MC4R ag barr = MC4R agonists recruiting beta-arrestin, primary screen, cell-based, luminescence, agonist arm of biased-ligand search; Melanocortin receptor 4 (Homo sapiens), P32245; U2OS MC4R beta-arrestin complementation; percent of melanotan II response, DMSO zero; activation, % at 8.9 µM; hit rate 0.98% among 360,000;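 active = activation above a per-plate cutoff, the mean activation of sample wells on that plate plus 3 SD, cut at about 8% in these data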
Target sequence (P32245 whole entry, looked up): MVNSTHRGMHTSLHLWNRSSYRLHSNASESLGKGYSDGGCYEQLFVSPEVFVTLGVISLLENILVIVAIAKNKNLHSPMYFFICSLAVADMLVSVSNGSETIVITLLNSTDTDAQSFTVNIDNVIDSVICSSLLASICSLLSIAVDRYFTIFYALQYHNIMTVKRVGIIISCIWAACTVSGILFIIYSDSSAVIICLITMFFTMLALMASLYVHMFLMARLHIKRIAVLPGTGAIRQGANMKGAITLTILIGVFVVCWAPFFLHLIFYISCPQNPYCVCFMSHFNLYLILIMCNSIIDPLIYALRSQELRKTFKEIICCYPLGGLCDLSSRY
MC4R antagonist = MC4R antagonists of cAMP signaling, primary screen, cell-based, TR-FRET, antagonist arm of biased-ligand search. MC4R-expressing cells, MTII-stimulated cAMP, LANCE TR-FRET. inhibition, % at 6.5 µM. hit rate 0.48% among 360,000. AID 540295, 2011;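 active = inhibition above its plate's cutoff, the mean of tested wells on that plate plus 3 SD, cut at about 29% in these data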;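 note: 0% = Melanotan II alone and 100% = Melanotan II plus saturating MCL0020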
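system = U2OS cells with stable human MC4R expression | also added = Melanotan II challenge after compound preincubation | dosing = one concentration, 6.5 µM nominal | incubation = compound 30 min, challenge 1 h, detection 1 h | measured by = TR-FRET with Eu-cAMP and labeled anti-cAMP, 671 nm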
ABHD5-PLIN5 inh = ABHD5-PLIN5 interaction inhibitors, primary screen, cell lysate, split luciferase complementation, luminescence | Perilipin-5 (Homo sapiens) + 1-acylglycerol-3-phosphate O-acyltransferase ABHD5 (Homo … | Split G. princeps luciferase complementation, 4 h | inhibition, % at 4 µM | hit rate 0.78% among 360,000 | AID 602281, 2012;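 active = inhibition above the mean inhibition across every tested compound plus 3 SD, cut at about 22% in these data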;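 note: 0% = DMSO only wells and the 100% control is not disclosed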
Vif inh = HIV Vif self-association inhibitors, primary screen, imaging, HEK293T, single point; HEK293T cells, Vif self-association by quenched fluorescence, 24 h; inhibition, % at 7.49 µM; hit rate 0.35% among 340,000; AID 602346, 2012; in the data active = inhibition above about 50%, passing the limit was not always enough; note: some results filed as inactive read as strong as hits
N-glyco inh = increase of ERlucT glycosylation luciferase signal, primary screen, N-linked glycosylation inhibitor project, D54 ERlucT cells, luminescence, set 2. hit rate 0.23% among 360,000. AID 588692, 2011. D54 ERlucT glycosylation luciferase reporter, 24 h; percent of 100 nM tunicamycin response. reporter increase, % at 12.5 µM;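 active = mean luciferase reporter signal, scaled so untreated is 0 and the glycosylation-blocking control 100, at or above a set limit in every replicate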;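 note: luciferase carries N-glycosylation sites so blocking glycosylation raises the light; 0% = median of neutral control wells and 100% = median of 100 nM tunicamycin wells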
Exocytosis inh = LAMP-1 surface exposure blockers, TALL-104 cells – cell-based, flow cytometry, MLPCN library, primary screen | AID 651702, 2012 | TALL-104 LAMP-1 surface exposure; cells stimulated with thapsigargin and PMA | inhibition, % at 10 µM | hit rate 0.66% among 360,000;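 active = inhibition above about 55%, limit read from the data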
aDG glyco act = activators of alpha-DG glycosylation, primary screen, uHTS, Pro5-aDG cells, AlphaScreen. alpha-DG glycosylation AlphaScreen (IIH6); 0% Pro5, 100% B10-LARGE cell signal. activation, % at 10 µM. hit rate 0.22% among 360,000. AID 624168, 2012;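 active = activation of at least 8% versus controls, or a plate z-score of at least 8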;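 note: Pro5 are CHO cells carrying HIG-tagged alpha-DG that lacks glycosylation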
NOD2-RIPK2 inh = NOD2-RIPK2 binding disruptors in cells, primary screen, fluorescence, CHO cells, BLA complementation; Receptor-interacting serine/threonine-protein kinase 2 (Homo sapiens), O43353; CCF4 ratio; inhibition, % at 4.98 µM; hit rate 0.38% among 360,000; AID 624267, 2012; in the data active = inhibition above about 21%;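 note: 0% = vehicle only and 100% = reference blocker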
Target sequence (O43353 whole entry, looked up): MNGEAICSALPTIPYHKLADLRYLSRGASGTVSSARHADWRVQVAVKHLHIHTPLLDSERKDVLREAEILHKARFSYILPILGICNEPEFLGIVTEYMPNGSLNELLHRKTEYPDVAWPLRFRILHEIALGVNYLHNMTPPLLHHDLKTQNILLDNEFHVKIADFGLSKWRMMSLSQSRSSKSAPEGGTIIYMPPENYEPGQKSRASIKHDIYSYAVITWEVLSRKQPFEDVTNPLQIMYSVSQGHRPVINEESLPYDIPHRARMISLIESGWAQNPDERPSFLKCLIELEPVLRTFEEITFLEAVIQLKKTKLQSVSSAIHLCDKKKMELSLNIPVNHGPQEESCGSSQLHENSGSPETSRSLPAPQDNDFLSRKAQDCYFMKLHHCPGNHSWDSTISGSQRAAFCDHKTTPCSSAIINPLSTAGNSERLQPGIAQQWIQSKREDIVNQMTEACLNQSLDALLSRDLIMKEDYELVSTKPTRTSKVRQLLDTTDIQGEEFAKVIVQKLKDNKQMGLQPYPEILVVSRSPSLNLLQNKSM
TLR9-MyD88 block = inhibitors of TLR9-MyD88 association in cells, primary screen, cell-based, CHO, BLA complementation, fluorescence | inhibition, % at 4.98 µM | Toll-like receptor 9 (Homo sapiens) + Myeloid differentiation primary response protein … | CCF4 FRET ratio | hit rate 0.21% among 340,000;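 active = inhibition above the mean over all tested compounds plus 3 SD, cut at about 21% in these data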;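 note: 0% = DMSO only wells and 100% = clavulanate BLA inhibitor control wells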
Numbers without * were called inactive; . = no result given. This is a subset; the hit share may differ from the screen's.

1	Cc1cccc(NC(=O)COc2ccc3c(c2)CCC3)n1
2	CC(NC(=O)c1ccc(N2CCCC2)c([N+](=O)[O-])c1)c1ccc(S(N)(=O)=O)cc1 (stereo unspecified)
3	COc1cc(CCC(=O)OCC(=O)Nc2c(Cl)cccc2Cl)cc(OC)c1OC
4	COc1ccc(S(=O)(=O)N(C)c2ccc(C(=O)N3CCOCC3)cc2)cc1
5	CCOc1ccc2c(c1)[N+](C)(C)C(C)(C)C=C2C
6	CCn1c(SCC(=O)Nc2ccc3[nH]c(=O)[nH]c3c2)nnc1-c1ccccc1
7	O=C(NCCc1cccs1)C1CC(c2cccc(F)c2)=NO1 (stereo unspecified)
8	COCCCn1c(=O)c2sccc2n2c(CCCC(=O)NCc3ccccc3)nnc12

| screen / no. | 1 | 2 | 3 | 4 | 5 | 6 | 7 | 8 |
| --- | --- | --- | --- | --- | --- | --- | --- | --- |
| ABCB6 inh 2 | 94 | 97 | 93 | 99 | 107 | 99 | 89 | 94 |
| MC4R ag barr | -1.9 | -3.1 | -0.4 | -1.9 | -1.8 | 0.4 | -0.9 | -2.4 |
| MC4R antagonist | 3 | 1 | 22 | -5 | 11 | -8 | -1 | -1 |
| ABHD5-PLIN5 inh | 3 | -2 | 5 | -3 | -5 | 0 | 2 | 3 |
| Vif inh | . | -2 | -7 | 1 | 7 | -2 | . | 2 |
| N-glyco inh | -2 | 1 | 2 | 2 | 4 | 0 | 5 | 2 |
| Exocytosis inh | -5 | 26 | 6 | -4 | 3 | 0 | -1 | 5 |
| aDG glyco act | -0.2 | -0.1 | -0.1 | 0.0 | -0.3 | -0.1 | -0.1 | 0.1 |
| NOD2-RIPK2 inh | -7 | 3 | -7 | 4 | -14 | -10 | 12 | 6 |
| TLR9-MyD88 block | 9 | 8 | -8 | -5 | . | 3 | 1 | 1 |

9	Cc1cc(C)c2c(=O)[nH]c(SCc3ccc([N+](=O)[O-])cc3)nc2n1
10	CCCOc1ccc(C(C)=O)cc1CSCCC#N
11	COc1ccc(C(=O)CN2C(=O)NC(C)(c3ccccc3)C2=O)cc1OC (stereo unspecified)
12	CC(Oc1ccccc1)C(=O)N1CCN(c2ccc(N3CCOCC3)nn2)CC1 (stereo unspecified)
13	Cc1ccc(S(=O)(=O)CC(=O)Nc2nc(-c3ccccc3)cs2)cc1
14	Cc1ccc(S(=O)(=O)CCC(=O)OCC(=O)c2c(N)n(CC(C)C)c(=O)n(C)c2=O)cc1
15	Cc1nc2ccccc2n1CCc1ccccc1
16	Cc1cccc(N(CC(=O)N2CCCC2)S(C)(=O)=O)c1C

| screen / no. | 9 | 10 | 11 | 12 | 13 | 14 | 15 | 16 |
| --- | --- | --- | --- | --- | --- | --- | --- | --- |
| ABCB6 inh 2 | 106 | 101 | 95 | 95 | 104 | 94 | 93 | 92 |
| MC4R ag barr | -1.2 | 0.6 | -4.0 | -1.8 | 1.1 | -2.9 | -1.4 | -2.8 |
| MC4R antagonist | 5 | 4 | 4 | -2 | -2 | 11 | 10 | 0 |
| ABHD5-PLIN5 inh | -1 | 11 | -2 | 4 | -10 | 0 | -1 | -2 |
| Vif inh | . | 2 | 2 | 6 | 1 | -6 | 2 | -4 |
| N-glyco inh | 2 | -1 | 5 | 0 | 1 | -2 | 2 | -1 |
| Exocytosis inh | 2 | 28 | 2 | 4 | 0 | 0 | 0 | -3 |
| aDG glyco act | -0.2 | -0.2 | 0.6 | -0.1 | 0.2 | 1.9 | 0.0 | -0.3 |
| NOD2-RIPK2 inh | -2 | 1 | -3 | 17 | 7 | 10 | -8 | 4 |
| TLR9-MyD88 block | -1 | 3 | 0 | -6 | -1 | 2 | 0 | -3 |

In a second layout: 9 of the compounds above.
cpd	ABCB6 inh 2	MC4R ag barr	MC4R antagonist	ABHD5-PLIN5 inh	Vif inh	N-glyco inh	Exocytosis inh	aDG glyco act	NOD2-RIPK2 inh	TLR9-MyD88 block	molecule
1	94	-1.9	3	3	.	-2	-5	-0.2	-7	9	Cc1cccc(NC(=O)COc2ccc3c(c2)CCC3)n1
2	97	-3.1	1	-2	-2	1	26	-0.1	3	8	CC(NC(=O)c1ccc(N2CCCC2)c([N+](=O)[O-])c1)c1ccc(S(N)(=O)=O)cc1 (stereo unspecified)
3	93	-0.4	22	5	-7	2	6	-0.1	-7	-8	COc1cc(CCC(=O)OCC(=O)Nc2c(Cl)cccc2Cl)cc(OC)c1OC
4	99	-1.9	-5	-3	1	2	-4	0.0	4	-5	COc1ccc(S(=O)(=O)N(C)c2ccc(C(=O)N3CCOCC3)cc2)cc1
5	107	-1.8	11	-5	7	4	3	-0.3	-14	.	CCOc1ccc2c(c1)[N+](C)(C)C(C)(C)C=C2C
6	99	0.4	-8	0	-2	0	0	-0.1	-10	3	CCn1c(SCC(=O)Nc2ccc3[nH]c(=O)[nH]c3c2)nnc1-c1ccccc1
7	89	-0.9	-1	2	.	5	-1	-0.1	12	1	O=C(NCCc1cccs1)C1CC(c2cccc(F)c2)=NO1 (stereo unspecified)
8	94	-2.4	-1	3	2	2	5	0.1	6	1	COCCCn1c(=O)c2sccc2n2c(CCCC(=O)NCc3ccccc3)nnc12
9	106	-1.2	5	-1	.	2	2	-0.2	-2	-1	Cc1cc(C)c2c(=O)[nH]c(SCc3ccc([N+](=O)[O-])cc3)nc2n1

Continuation.
17	COc1cc(CNC(C)(C)CO)cc(Br)c1OCc1ccc(Cl)cc1
18	COc1ccc2c(c1)N(C)/C(=C1/SC(=NCc3ccccc3)N(c3ccccc3)C1=O)S2
19	Cc1cc(=O)[nH]c2nnnn12
20	COCOCCn1cc(CN2CCS(=O)(=O)N(Cc3ccc(-c4ccc(Cl)cc4)cc3)C(C(C)C)C2=O)nn1 (stereo unspecified)
21	CC(C)C(=O)N(Cc1ccccc1)S(=O)(=O)c1ccc2c(c1)oc(=O)n2C
22	O=C(O)c1ccccc1NS(=O)(=O)c1ccc2c3c(cccc13)C(=O)N2
23	COC(=O)c1ccc2nc(-c3ccc(C)cc3)c(Cc3ccc(OC)cc3C)n2c1
24	COC(=O)c1sccc1NC(=O)NC1CCCCC1
25	Cc1cccc(C)c1NC(=S)N/N=C/c1ccc(C(=O)O)cc1
26	CC(C)(C)Oc1ncc(Br)c(OC(C)(C)C)n1

| screen / no. | 17 | 18 | 19 | 20 | 21 | 22 | 23 | 24 | 25 | 26 |
| --- | --- | --- | --- | --- | --- | --- | --- | --- | --- | --- |
| ABCB6 inh 2 | 96 | 105 | 97 | 105 | 121 | 101 | 107 | 104 | 92 | 96 |
| MC4R ag barr | 1.9 | -2.6 | 0.2 | 1.9 | 0.3 | 0.4 | . | -2.5 | -0.1 | -2.2 |
| MC4R antagonist | 0 | 5 | 22 | 8 | 7 | -4 | . | 12 | 2 | -2 |
| ABHD5-PLIN5 inh | 28* | -5 | 6 | -2 | 1 | 0 | 0 | -3 | -3 | 4 |
| Vif inh | 1 | 170* | . | -3 | -2 | -1 | . | -7 | -1 | 61* |
| N-glyco inh | 8 | 2 | -1 | -1 | 1 | 1 | . | 1 | 1 | 3 |
| Exocytosis inh | 22 | -3 | -4 | -5 | -6 | 1 | -2 | -6 | 0 | -1 |
| aDG glyco act | 3.5 | 0.1 | -0.3 | 0.4 | 0.2 | -0.2 | 0.4 | 0.1 | -0.2 | -0.2 |
| NOD2-RIPK2 inh | 5 | -4 | -8 | -3 | 0 | -20 | -1 | -7 | -9 | -13 |
| TLR9-MyD88 block | -4 | -10 | -1 | -10 | -6 | -1 | . | -5 | -1 | -5 |
